# Compound activity: PubChem BioAssay, several laboratories
# TWEAK-Fn14 inh = inhibitors of TWEAK-Fn14 interaction signaling. hit rate 2% among 360,000. inhibition, % at 10 µM. TWEAK-stimulated Fn14 reporter cells, luciferase luminescence, 8 h. AID 1159606; in the data active = inhibition above about 50%
# NR5A2 inv ag = inverse agonists of human LRH-1 (NR5A2); HEK293T StAR-luciferase reporter, LRH-1 transfected, 24 h; inhibition, % at 3.6 µM; hit rate 0.13% among 360,000; AID 602396;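 active = inhibition above the mean inhibition of all tested compounds plus 3 SD, cut at about 73% in these data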;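 also: 0% = DMSO wells and 100% = reporter-only cells lacking LRH-1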
# NCOA1 inh = human NCOA1 inhibition | hit rate 0.12% among 360,000 | Q15788 | inhibition, % at 3.6 µM | HEK293 GAL4-SRC1 luciferase reporter, luminescence;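 active = inhibition above the campaign mean plus 3 SD, with each screening campaign given its own cutoff, cut at about 60% in these data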;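 also: 0% = DMSO treated cells and 100% = gossypol at 36 µM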
# TROY NFkB inh = inhibitors of TROY-dependent NF-kB signaling; inhibition, % at 10 µM; Q293 LMP1-TROYcd NF-kB luciferase reporter, 4 h; AID 1347056; hit rate 0.98% among 360,000;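 active = compounds whose plate-normalised and pattern-corrected inhibition of the luciferase reporter signal at the single screening dose is 50% or more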
# LMP1 NFkB inh = inhibitors of Epstein-Barr LMP1-induced NF-kappaB reporter; inhibition, % at 12.5 µM; LMP1-induced NF-kappaB luciferase reporter cells, luminescence; hit rate 0.69% among 350,000; in the data active = inhibition above about 41%;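 also: 0% = neutral control wells and 100% = reference inhibitor control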
# C8 TRAIL sens = caspase-8 TRAIL sensitization | NB7+C8 cells + TRAIL, ATPlite viability luminescence | inhibition (viability loss, TRAIL sensitization), % at 10 µM | hit rate 1% among 360,000 | AID 624354;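 active = compounds causing at least 50% loss of cell viability in the single-dose screen, relative to plate controls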
# TLR9-MyD88 block = inhibitors of human TLR9-MyD88 binding; inhibition, % at 4.98 µM; AID 504734; hit rate 0.21% among 340,000; CHO BLA complementation TLR9-MyD88, CCF4 FRET ratio; Q9NR96+Q99836;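 active = inhibition above the mean over all tested compounds plus 3 SD, cut at about 21% in these data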;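 also: 0% = DMSO only wells and 100% = clavulanate BLA inhibitor control wells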
# NCOA2 inhibitor = inhibits human steroid receptor coactivator 2; inhibition, % at 9 µM; HEK293 GAL4-SRC2 luciferase reporter, luminescence; hit rate 0.17% among 370,000;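 active = inhibition above the mean inhibition of all tested compounds plus 3 SD, set per campaign, cut at about 52% in these data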;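 also: 0% = DMSO treated cells and 100% = cells given Gossypol at 36 µM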
# Target sequence (Q15596 whole entry, looked up, the tested form may be a part): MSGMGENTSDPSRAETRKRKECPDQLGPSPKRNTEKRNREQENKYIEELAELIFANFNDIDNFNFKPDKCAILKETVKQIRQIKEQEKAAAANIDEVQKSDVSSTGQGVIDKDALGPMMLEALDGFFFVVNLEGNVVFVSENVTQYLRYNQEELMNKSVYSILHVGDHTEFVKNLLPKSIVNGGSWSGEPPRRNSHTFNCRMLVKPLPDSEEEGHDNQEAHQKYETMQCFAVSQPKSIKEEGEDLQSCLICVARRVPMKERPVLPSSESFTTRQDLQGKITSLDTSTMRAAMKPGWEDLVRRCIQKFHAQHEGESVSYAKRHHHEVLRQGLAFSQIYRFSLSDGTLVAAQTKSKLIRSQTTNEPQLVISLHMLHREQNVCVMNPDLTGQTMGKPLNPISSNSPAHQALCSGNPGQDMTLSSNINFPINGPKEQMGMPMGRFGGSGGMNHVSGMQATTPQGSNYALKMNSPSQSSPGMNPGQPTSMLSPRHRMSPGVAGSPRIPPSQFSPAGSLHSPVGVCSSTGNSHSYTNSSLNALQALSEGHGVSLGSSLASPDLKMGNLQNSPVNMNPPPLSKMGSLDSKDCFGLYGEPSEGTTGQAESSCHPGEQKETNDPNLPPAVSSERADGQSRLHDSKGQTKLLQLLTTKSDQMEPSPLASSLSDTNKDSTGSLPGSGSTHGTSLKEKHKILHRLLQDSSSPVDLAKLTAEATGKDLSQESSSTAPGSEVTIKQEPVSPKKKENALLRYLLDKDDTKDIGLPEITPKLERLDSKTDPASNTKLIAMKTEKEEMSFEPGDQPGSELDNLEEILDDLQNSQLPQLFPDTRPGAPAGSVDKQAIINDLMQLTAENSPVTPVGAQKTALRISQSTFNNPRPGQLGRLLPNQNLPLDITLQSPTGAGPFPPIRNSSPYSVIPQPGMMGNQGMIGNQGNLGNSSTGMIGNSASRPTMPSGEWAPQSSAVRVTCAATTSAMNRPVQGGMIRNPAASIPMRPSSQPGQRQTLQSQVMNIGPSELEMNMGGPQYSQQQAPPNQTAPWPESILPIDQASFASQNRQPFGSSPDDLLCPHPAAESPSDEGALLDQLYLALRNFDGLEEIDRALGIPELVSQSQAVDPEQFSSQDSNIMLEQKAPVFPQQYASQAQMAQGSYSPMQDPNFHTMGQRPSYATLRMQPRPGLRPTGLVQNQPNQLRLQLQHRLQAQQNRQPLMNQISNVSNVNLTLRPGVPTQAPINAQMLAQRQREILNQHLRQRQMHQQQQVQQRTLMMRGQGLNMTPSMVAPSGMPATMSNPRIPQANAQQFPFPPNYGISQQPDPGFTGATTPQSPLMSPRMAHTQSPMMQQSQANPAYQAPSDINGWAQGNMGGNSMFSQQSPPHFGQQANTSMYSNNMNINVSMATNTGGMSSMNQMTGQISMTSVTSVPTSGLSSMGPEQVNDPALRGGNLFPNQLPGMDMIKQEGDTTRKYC
# NR2F2 inh = NR2F2 (human) inhibition, primary screen; P24468; HEK293T NGFI-A luciferase reporter, luminescence; inhibition, % at 8.6 µM; hit rate 0.7% among 370,000; AID 686940;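 active = inhibition above a per-plate cutoff, mean inhibition of test wells between control levels plus 3 SD, cut at about 38% in these data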;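 also: cells cotransfected with COUP-TFII expression vector driving the NGFI-A reporter; 0% = median of COUP-TF2 test wells and 100% = reporter-only cells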
# NOD2-RIPK2 inh = inhibitors of human NOD2-RIPK2 interaction; CHO BLA complementation NOD2-RIPK2, CCF4 ratio; inhibition, % at 4.98 µM; hit rate 0.38% among 360,000; AID 624267; in the data active = inhibition above about 21%;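 also: 0% = vehicle only and 100% = reference blocker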
# NCOA3 inh = human NCOA3 inhibition; inhibition, % at 3.6 µM; HEK293 GAL4-SRC3 luciferase reporter, luminescence; hit rate 0.17% among 360,000;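 active = inhibition above a per-campaign cutoff, the mean of all compounds plus 3 SD, cut at about 60% in these data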;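 also: 0% = DMSO-treated cells and 100% = gossypol-treated cells at 36 µM; higher means less SRC3-driven luciferase light from the GAL4 reporter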
# * marks the source's active call; other numbers are inactive results; . = not tested or not shown.
SMILES,TWEAK-Fn14 inh,NR5A2 inv ag,NCOA1 inh,TROY NFkB inh,LMP1 NFkB inh,C8 TRAIL sens,TLR9-MyD88 block,NCOA2 inhibitor,NR2F2 inh,NOD2-RIPK2 inh,NCOA3 inh
O=C1NC(=O)c2cc3ccccc3cc21,-18.1,0.7,-11.9,-27.6,-0.1,4.0,1.9,-23.5,-11.8,1.6,7.0
Cc1ccc(C(=O)NCC(=O)OCC(=O)Nc2cccc(S(=O)(=O)N3CCCC3)c2)cc1C,-0.4,-3.9,-15.3,-50.5,-7.5,13.1,1.4,-2.4,1.4,-1.8,12.9
CCN(CC)S(=O)(=O)c1ccc(N2CCOCC2)c(NC(=O)Cc2ccc(Cl)cc2)c1,5.7,-8.4,-9.6,3.1,4.6,-0.3,5.2,22.2,22.1,-3.4,-1.9
CCC(=O)Nc1cccc(-c2nc3ccccc3o2)c1,-4.6,-16.5,-25.0,-45.5,-0.2,21.3,-12.7,-19.6,1.1,1.0,4.4
CCCNC(=O)C1CN(C(=O)c2nn(Cc3ccccc3)c(=O)c3ccccc23)c2ccccc2O1 (stereo unspecified),0.3,-0.9,-7.8,16.0,-5.5,-11.8,3.4,4.3,15.1,-7.4,0.8
CC(C)CC(C)NC(=O)c1ccc(C(F)(F)F)cc1 (stereo unspecified),-19.6,27.3,-12.2,-3.4,3.4,6.9,-11.2,-0.9,-6.5,2.7,5.9
CC(C)Oc1ccc(C2NC(=O)NC2=O)cc1 (stereo unspecified),-4.6,5.5,-0.1,-6.3,0.9,6.8,0.8,6.8,4.5,-8.1,16.0
COC(=O)[C@H](Cc1ccccc1)NCCCn1cnc(C(=O)Nc2ccc(C)c(C)c2)n1,0.2,-3.1,-26.4,3.6,-5.1,3.3,-5.9,2.8,-7.0,15.4,-9.4
CC1=CCC(C(=O)O)(C(=O)N/N=C/c2cccs2)C(c2ccc([N+](=O)[O-])cc2)C1 (stereo unspecified),14.2,2.1,6.5,5.3,-3.4,-20.6,-5.7,1.4,-0.7,-4.4,-11.8
COc1cc(OC)cc(C(=O)NCC(=O)OCc2cc(=O)oc3cc(OC)ccc23)c1,-24.6,4.6,-4.4,19.2,-9.2,15.4,-6.9,-12.2,9.4,-15.5,-2.3
Cc1ccc(C)c(-n2cc(CNC(C)Cn3cncn3)c(-c3ccccc3)n2)c1 (stereo unspecified),1.6,1.8,-23.3,15.4,-6.3,19.6,-6.3,10.9,-7.5,-4.3,17.1
CCCc1ccc(OCCNC(C)=O)cc1,-2.7,9.9,3.7,17.6,-8.8,-0.4,4.7,-14.3,1.2,12.8,6.0
CC(C)Oc1cccc(C(=O)Nc2ccc(NC(=O)c3ccco3)cc2)c1,-53.6,-28.1,-93.3,-17.6,-2.3,27.9,-9.2,-21.5,-3.1,-9.0,-8.7
O=C(CCCNC(=O)/C(=C/c1ccc(F)cc1)NC(=O)c1ccccc1)OCc1ccccc1,2.0,26.4,-9.1,1.8,-0.4,2.9,11.1,8.6,15.0,5.8,8.0
CCC(C)NC(=O)C1CCC(CNS(=O)(=O)c2ccc3c(c2)N(C(C)=O)CCO3)CC1 (stereo unspecified),4.3,9.1,9.1,0.9,-0.2,-0.1,-7.0,-32.1,14.4,-4.3,27.7
CCCc1nnc(NC(=O)CCC(=O)N2CCN(c3ccccc3)CC2)s1,-4.7,-18.9,-13.3,-7.7,-3.8,-4.7,4.9,-26.1,-21.2,-1.4,-4.2
CCCCNC(=O)C1CCCN1C(=O)Nc1cccc(OC)c1 (stereo unspecified),14.6,7.2,12.9,-12.5,-8.6,-17.7,1.4,-21.3,-0.5,1.9,0.8
COc1ccc(C(CNC(=O)COc2ccc(F)cc2Cl)N2CCOCC2)cc1 (stereo unspecified),-18.2,-12.2,-3.7,-13.3,8.4,1.2,-2.1,-15.7,4.9,0.5,-23.9
Cc1noc(C)c1CSCC(=O)N(CC(C)C)c1c(N)n(Cc2ccccc2)c(=O)[nH]c1=O,-6.3,-7.2,1.6,1.1,1.1,-7.3,-5.4,5.1,-7.2,1.1,-10.3
CSCC[C@H](NC(=O)c1cccs1)C(=O)N1CCC2(CC1)NCCc1[nH]cnc12,-6.6,10.4,10.9,-17.2,2.2,-11.3,3.5,10.4,2.7,-1.8,14.3
O=C(CSc1ccc(Cl)cc1)Nc1ccc(N2CCN(C(=O)c3ccc(Cl)cc3)CC2)cc1,-29.8,10.9,-2.9,33.5,3.0,33.2,1.6,11.5,-24.4,-2.6,4.3
COc1ccc(C2CCCCCN2C(=O)C2CCN(S(=O)(=O)c3ccc(C)cc3)CC2)cc1 (stereo unspecified),14.4,11.0,6.3,-1.5,-9.3,-10.3,1.6,-10.8,-13.0,-3.1,1.0
COC(=O)c1sc2nc(-c3ccccc3)nc(N3CCN(C)CC3)c2c1C,-40.4,2.7,-0.8,-50.2,-0.2,-0.2,-7.4,-42.0,-5.1,-1.1,-25.7
O=C(NC1CCN(Cc2ccccc2)CC1)c1cc(S(=O)(=O)N2CCOCC2)ccc1Cl,7.5,-0.1,7.6,3.8,3.3,11.5,0.8,12.9,10.4,-3.7,0.6
COc1cccc(NC(=O)CN(C)C(=O)c2c(-c3c(F)cccc3Cl)noc2C)c1,2.0,17.3,-11.1,-8.9,-2.5,11.7,1.4,1.5,-2.2,8.0,7.3

# The final 2 compounds of the section above lead into the next.
SMILES,TWEAK-Fn14 inh,NR5A2 inv ag,NCOA1 inh,TROY NFkB inh,LMP1 NFkB inh,C8 TRAIL sens,TLR9-MyD88 block,NCOA2 inhibitor,NR2F2 inh,NOD2-RIPK2 inh,NCOA3 inh
O=C(NC1CCN(Cc2ccccc2)CC1)c1cc(S(=O)(=O)N2CCOCC2)ccc1Cl,7.5,-0.1,7.6,3.8,3.3,11.5,0.8,12.9,10.4,-3.7,0.6
COc1cccc(NC(=O)CN(C)C(=O)c2c(-c3c(F)cccc3Cl)noc2C)c1,2.0,17.3,-11.1,-8.9,-2.5,11.7,1.4,1.5,-2.2,8.0,7.3
CCCCn1c(NCc2ccccn2)nc2ccccc21,-18.1,8.7,-7.3,-2.7,-9.4,6.7,-3.1,-14.4,7.8,-7.6,2.2
CC(C)[C@H](NC(=O)C1CC(=O)N(c2ccc3c(c2)OCO3)C1)C(=O)NC1CCCC1 (stereo partly specified),-11.4,4.7,1.1,14.2,2.3,-4.9,3.5,3.3,12.5,9.1,-28.7
CC(C)c1cc(N=O)cc(C(C)C)c1O,7.1,3.8,7.9,4.2,11.3,-0.5,17.7,17.2,-0.8,14.8,2.1
Cc1[nH]ccc(=O)c1Cc1c(Cl)cccc1Cl,-5.7,0.6,-66.3,4.9,-6.7,-0.3,-3.2,19.1,-19.9,0.6,-12.1
O=C(CNC(=O)C12CC3CC(CC(C3)C1)C2)OCC(=O)N1CCCCC1,2.1,-14.3,11.4,17.9,-4.1,-6.4,-3.9,-53.9,-11.2,-7.3,0.2
O=C(CSc1nnc(CNC(=O)c2ccccc2)o1)NCc1ccc2c(c1)OCO2,4.3,23.0,-1.7,-1.6,3.6,-7.0,-6.2,-30.4,-16.7,-1.2,1.0
Cn1c(SCC(=O)N2CCN(S(=O)(=O)c3ccc(Cl)cc3)CC2)nc2ccccc21,13.6,14.0,-13.8,-14.5,-11.3,5.9,-8.4,-6.8,11.6,4.8,1.4
COCCNC(=S)NN(c1ccccc1)c1ccccc1,9.3,15.6,23.1,1.5,-2.0,-1.0,9.6,18.8,-1.9,0.7,4.5
CCc1nnc(NC(=O)CSc2ccc(Cl)cc2)s1,5.5,4.8,-4.8,-17.9,-3.4,-14.2,5.3,0.3,-6.8,1.0,-15.5
O=C(CCNC(=O)c1ccccc1Cl)NN1C(=O)NC2(CCCCC2)C1=O,-7.4,3.7,12.4,16.9,-3.6,9.3,-1.5,-36.4,-9.6,-6.5,-1.4
COc1cccc(-c2cc(C(=O)N3CCN(C(=O)c4ccco4)CC3)on2)c1,-27.9,-20.0,16.3,-10.7,3.5,-5.1,-4.9,-8.6,12.6,6.2,8.2
CCCCOc1ccc(-c2nnn(C(C)(C)C(=O)OC)n2)cc1,2.8,-55.8,-43.5,-47.4,-7.5,1.3,-5.2,-8.9,-15.1,-11.7,-15.3
CCOC(=O)C1=CNS(=O)(=O)NC1CCc1ccccc1 (stereo unspecified),2.2,1.2,5.2,-1.0,4.9,-5.7,4.2,4.0,9.4,4.8,8.7
Cc1cc(=O)nc2c3ccccc3n(C(C)C(=O)NCCC(C)C)n12 (stereo unspecified),13.3,5.7,2.8,26.7,6.3,0.4,-1.2,-6.2,-5.4,1.0,15.5
O=[N+]([O-])c1ccccc1S(=O)(=O)N1CCSCC1,-0.2,-4.7,-8.5,9.6,-0.5,-4.7,3.6,-1.4,-10.8,2.2,7.7
COc1ccc(Cl)cc1NS(=O)(=O)c1cccc(C(=O)NCC(c2ccco2)N(C)C)c1 (stereo unspecified),0.6,-14.7,-20.4,-0.2,-21.5,-2.2,-3.9,3.9,-10.1,-7.8,5.5
COc1ccc(CC(=O)NCc2ccccc2)cc1,13.7,0.8,-12.6,-12.5,22.1,43.3,-7.2,9.6,6.7,-8.3,9.3
O=C(NCc1cccnc1)c1cc(C2CCCN(C(=O)c3cccs3)C2)on1 (stereo unspecified),-13.6,1.4,4.9,-7.9,.,-8.2,.,3.7,0.5,-14.9,-4.6
Cc1cc(C(=O)COC(=O)c2n[nH]c(=O)c3ccccc23)c(C)n1C(C)C,4.3,-26.3,-70.7,-0.5,-13.0,31.9,-3.0,-15.8,-19.9,-7.0,-55.0
O=C(Cc1ccccc1)N1CCN(C(=O)c2ccc([N+](=O)[O-])cc2)CC1,-1.3,-3.2,3.2,6.1,9.1,-9.8,-4.0,-8.9,5.6,-7.9,2.0
Cc1cc(C)c(/C=C(\C#N)S(=O)(=O)c2ccccc2)[nH]1,3.1,-6.7,-3.7,-11.3,-1.5,3.5,-6.3,-9.5,24.7,6.9,17.1
CCc1cccc(C)c1NC(=O)COC(=O)Cc1ccsc1,-3.9,3.0,-0.1,15.9,-3.7,-5.2,2.3,-16.5,-5.0,5.3,3.4
Nc1c(C(=O)c2ccccc2)sc2nsc(SCCN3CCCC3)c12,-20.0,10.5,25.4,3.8,34.1,-5.4,28.3*,3.0,-9.7,28.9*,30.7
CS(=O)(=O)N(CC(=O)N1CCCC1)c1cccc(Cl)c1Cl,-5.5,4.4,-1.0,-7.8,-3.3,-16.8,-1.3,3.1,3.6,-6.1,5.0
Cc1c(C(=O)N2CCN(CCc3ccccc3)CC2)oc2ccccc12,-2.5,-0.6,17.4,5.2,0.5,-1.9,0.7,-15.5,10.4,2.6,-4.0
O=C(CSc1nc2cc(Cl)ccc2s1)NCc1ccc2c(c1)OCO2,-31.4,2.8,-0.6,7.8,-7.0,-0.7,-20.8,2.3,-27.3,-2.3,9.5
CCOc1ccc(C(C(=O)NCC2CCCO2)N(C(=O)c2snc(C(N)=O)c2N)c2ccc(F)cc2)cc1 (stereo unspecified),48.8,4.8,-31.9,11.9,-3.3,-10.1,-11.7,2.0,-5.6,-3.1,7.6
CC(C)(C)Nc1ncnc2sc(-c3ccccc3)cc12,71.0*,7.9,4.5,50.0,23.3,1.0,-9.0,4.7,13.7,10.0,-11.3

# This is a subset; count on the stated rates, not on these rows.
